# a7 integrin act: integrin-mediated muscular dystrophy alleviation activation; 350,000 tested, 0.064% active; Potency, µM (highest dose often 38.3 µM), inactives show at the highest dose activation, usual class: activators; alpha7betagal myoblasts, beta-gal FDG fluorescence, 48 h;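 also: potency is read from the fitted curve at half-maximal effect; 100% = response of the positive control SU9516; nearly all actives have a fitted effect of over 60% in size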
#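 Alpha7betagal+/- myoblasts (passage 13) were plated 16-24 hr, then exposed to compounds (1:260 dilution of DMSO stock) for 48 hours at 37C. After MPER lysis, β-galactosidase reporter activity was read as FDG fluorescence (ex 480/em 540) after 30 minutes.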
# uPA surface inh: cell surface uPA generation inhibition; Potency, µM (doses to about 38.3 µM), without a hit: at the top dose activity change, negative = inhibition, most hits filed as inhibitors; AID 540303; 330,000 tested, 0.31% active; cell surface uPA generation assay, qHTS; active = well fitted inhibition curve with a large enough effect; inconclusive = small, poorly fitted or top-dose-only effect; inactive = no such curve, though single readings can be large or run the other way; tested in mouse RAW 264.7 cells; also: potency is read from the fitted curve at half-maximal effect; % is scaled to controls: 0 for no effect and ±100 for the full control effect; nearly all actives have a fitted effect of over 55% in size
# ELG1 genotoxic: inducers of genotoxicity in HEK293T ELG1-luciferase cells. HEK293T ELG1-luciferase reporter, luminescence, 16 h. Potency, µM (top dose mostly 46 µM), for the others: at the top dose activity change, positive = activation, most hits filed as activators. 330,000 tested, 1.3% active; also: potency is read from the fitted curve at half-maximal effect; % of control where 0% means no effect; nearly all actives have a fitted effect of over 60% in size
#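 DMSO vehicle served as control against compound-treated ELG1-luciferase HEK293T cells; exposure lasted 16 hr at 37 °C and 5% CO2, followed by ONE-Glo luminescence detection after 30 min.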
# PTAP TSG101 blk: blocks PTAP/TSG101 interaction to inhibit HIV-1 budding; Q99816; Fluorescence polarization, FITC-PTAP peptide / Tsg101 binding; Potency, µM (titrated, usually from 115 µM), for the others: top-dose activity change, negative = inhibition, hits mostly inhibitors; 340,000 tested, under 10 active; AID 493005; active = well fitted inhibition curve with a large enough effect in the main read-out, with a control signal flat, not every such curve was filed as active; inconclusive = small, poorly fitted or top-dose-only effect, or effect the other way, or a change in a side signal; inactive = no such curve, though single readings can be large or run the other way; also: potency is read from the fitted curve at half-maximal effect; % of control where 0% means no effect
# Target sequence (Q99816 whole entry, looked up): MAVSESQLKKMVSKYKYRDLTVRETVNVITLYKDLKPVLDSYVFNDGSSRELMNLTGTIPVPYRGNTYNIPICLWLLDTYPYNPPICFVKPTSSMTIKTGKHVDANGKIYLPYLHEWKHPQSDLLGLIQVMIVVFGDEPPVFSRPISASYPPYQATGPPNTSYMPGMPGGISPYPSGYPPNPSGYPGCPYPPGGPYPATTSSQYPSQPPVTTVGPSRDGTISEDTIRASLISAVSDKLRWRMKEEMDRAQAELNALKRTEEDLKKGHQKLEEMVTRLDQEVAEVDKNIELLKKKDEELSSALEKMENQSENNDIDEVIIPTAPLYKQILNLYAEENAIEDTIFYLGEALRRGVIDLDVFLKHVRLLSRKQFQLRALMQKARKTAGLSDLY
#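 Tsg101 binding domain (10 uM final) was mixed with compound and a FITC-labeled PTAP peptide (50 nM final) in HEPES pH 7.5 buffer with NaCl, Tween 20, EDTA and TCEP; fluorescence polarization was read after 20 min at r.t.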
# p53 reactivator: mutant p53 re-activation in reporter cells | AID 504706 | Potency, µM (series often up to 92.2 µM), for inactives: top-dose activity change, positive = activation, usual class: activators | 320,000 tested, 0.063% active | H1299 p53-A138V BP100-luciferase reporter, luminescence, 24 h; also: potency is read from the fitted curve at half-maximal effect; % of control where 0% means no effect; nearly all actives have a fitted effect of over 45% in size
#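 p53-null H1299 cells stably carrying temperature-sensitive p53-A138V and a BP100-luciferase reporter were pinned with compounds (4-point, 1:5 series) and held 24 hrs at 37 deg C. Luminescence was read 10 min after detection reagent.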
# BRCA1 expr up: activators of BRCA1 expression. MCF7-BRCA1-FFLuc reporter, luminescence, 48 h; response scale: scaled: vehicle 0%, 10 µM genistein 100%. Potency, µM (top dose mostly 46.1 µM), without a hit: at the highest dose activation, actives largely listed as activators. 380,000 tested, 1.1% active; also: potency is read from the fitted curve at half-maximal effect; nearly all actives have a fitted effect of over 80% in size; some results filed as inactive show a strong effect at the top dose
#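 Using MCF7 cells harboring a BRCA1 firefly luciferase reporter, plated 2 h before compound pinning, the screen measured luminescence after 48 h incubation. Responses were normalized to DMSO and 10 microM genistein, then fitted for concentration-effect.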
# TRPV1 ag: agonists of human vanilloid receptor 1 (TRPV1). TRPV1-expressing cells, Fluo-8 calcium influx, agonist mode. 320,000 tested, 0.19% active. AID 540275. activation, % at 8.33 µM. Q8NER1; in the data active = activation above about 80%; inconclusive = between about 30% and that limit; also: 0% is about no effect
#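 TRPV1-expressing cells were cultured overnight at 35.5C and loaded with Fluo-8 calcium dye for 40 to 90 min at room temperature. After a 10 s baseline, compound was added and calcium influx was read kinetically for 3 min (ex 480/em 520 nm).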
# USP2a block: USP2a (human) protease inhibition. 330,000 tested, 0.01% active. USP2 core, Ub-CHOP2 coupled fluorogenic reporter, 485/531. Potency, µM (doses to about 38.3 µM), for the others: at the highest dose activity change, negative = inhibition, hits mostly inhibitors. AID 463254;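 also: potency is read from the fitted curve at half-maximal effect; plate controls were DMSO wells for no effect and full inhibition by NEM control for full effect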
#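 Cell-free coupled assay: 10nM USP2 core preincubated 30min RT with compound in Tris-HCl pH 8.0/CaCl2/CHAPS buffer, then 25nM Ub-CHOP2 and 25nM reporter substrate; fluorescence (Ex 485/Em 531) read after 60min RT, normalized to NEM inhibition, concentration-response curves fitted.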
# Eya2 phos inh: blocks the phosphatase activity of human Eya2; recombinant Eya2, OMFP fluorescence dephosphorylation (OMFP is methylfluorescein phosphate); O00167; 330,000 tested, 0.006% active; Potency, µM (doses to about 76.9 µM), without a hit: at the highest dose activity, negative = inhibition, actives largely listed as inhibitors; AID 488837; also: potency is read from the fitted curve at half-maximal effect; % is scaled to controls: 0 for no effect and ±100 for the full control effect
# Target sequence (O00167 whole entry, looked up): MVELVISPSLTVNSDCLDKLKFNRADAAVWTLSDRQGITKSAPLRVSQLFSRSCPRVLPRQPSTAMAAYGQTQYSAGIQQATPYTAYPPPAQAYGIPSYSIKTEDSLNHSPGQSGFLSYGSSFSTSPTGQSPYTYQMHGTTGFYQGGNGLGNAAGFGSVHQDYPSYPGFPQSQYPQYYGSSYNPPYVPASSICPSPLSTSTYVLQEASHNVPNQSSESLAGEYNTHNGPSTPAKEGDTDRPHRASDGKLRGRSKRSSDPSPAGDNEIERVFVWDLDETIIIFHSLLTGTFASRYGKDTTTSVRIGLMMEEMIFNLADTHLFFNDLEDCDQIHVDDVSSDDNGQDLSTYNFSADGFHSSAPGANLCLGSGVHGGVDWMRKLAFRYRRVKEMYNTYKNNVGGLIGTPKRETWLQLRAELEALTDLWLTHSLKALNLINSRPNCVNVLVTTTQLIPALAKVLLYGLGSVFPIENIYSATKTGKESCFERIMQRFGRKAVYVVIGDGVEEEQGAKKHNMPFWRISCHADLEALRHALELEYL
#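 Eya2 protein (added as 0.2 uM solution) was preincubated with compound for 10 min at ambient temperature in 50 mM HEPES pH 7.5, 50 mM NaCl, 5 uM MgCl2, 0.05% BSA, 1 mM DTT. OMFP (added at 50 uM) then reacted 10 min; fluorescence read at 485/525 nm.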
# B2AR arrestin: recruits beta-arrestin to the human beta2-adrenergic receptor; beta-arrestin recruitment to beta2AR, cell-based reporter; AID 492947; 330,000 tested, 0.02% active; Potency, µM (doses to about 46.1 µM), inactives show at the top dose activation, usual class: activators; P07550;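 also: potency is read from the fitted curve at half-maximal effect; 0% = DMSO controls and full agonism = EC100 isoproterenol or metaproterenol; nearly all actives have a fitted effect of over 65% in size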
# S-ASM inh: human S-ASM enzyme inhibition. P17405. placental ASM, HMU-PC fluorogenic substrate, 60 min. Potency, µM (titrated, usually from 57.5 µM), for inactives: top-dose activity change, negative = inhibition, actives largely listed as inhibitors. 340,000 tested, 0.006% active. AID 504937; also: potency is read from the fitted curve at half-maximal effect
#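 Human placenta-derived ASM enzyme was preincubated with compound for 10 minutes at room temperature, then given fluorogenic substrate HMU-PC0 (9 uM final) for 60 minutes at 37 °C; a pH 10 stop preceded fluorescence reading at Ex 386/Em 447 nm.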
# * hit, by the source's call; ? = inconclusive; . = no result given; [ ] = another dose, or the depositor's remark. Unless noted, calls follow the shape of the dose curve; as a rule, active = well fitted curve in the direction sought with a large enough effect; inconclusive = small, poorly fitted or top-dose-only effect, or another doubt; inactive = no such curve, though single readings can be large; an effect the other way counts as inactive or inconclusive. No enrichment for hits; overall some 2.6% were active at least once.
SMILES,a7 integrin act,uPA surface inh,ELG1 genotoxic,PTAP TSG101 blk,p53 reactivator,BRCA1 expr up,TRPV1 ag,USP2a block,Eya2 phos inh,B2AR arrestin,S-ASM inh
CCc1nnc(NS(=O)(=O)c2ccc(NC(=S)NC(=O)c3ccc(F)cc3)cc2)s1,-10.2%,1.8%,1.1%,-10.6%,-6.2%,0.2%,-5.4,-1.2%,3.4%,-0.7%,-1.7%
CCCCN(CC)CCCNC(=O)c1cn(CC(C)C)c(=O)c2c1c1ccccc1n2C,-51.3%[inhibitor],-4.4%,14.4%,-4.3%,0.3%,2.3%,-0.6,-2.3%,2.7%,0.5%,13.0%
COc1ccc(OCCC(=O)N2CCN(C)CC2)cc1,-6.4%,7.4%,1.8%,-2.1%,.,-6.7%,-0.2,-0.5%,6.1%,-0.2%,4.7%
Cc1ccc(Cl)cc1NS(=O)(=O)c1c(C)[nH]c(=O)[nH]c1=O,10.8%,0.7%,-0.2%,-6.7%,1.0%,2.7%,27.4,-0.1%,-5.4%,-0.3%,-0.7%
O=C(CCS(=O)(=O)c1ccc(Br)cc1)NCc1cccs1,-7.7%,-1.7%,-2.3%,0.4%,-3.0%,-6.1%,-7.6,2.2%,-9.4%,-0.6%,2.7%
O=C(NC1CC1)c1cccc(NC(=O)c2cc(S(=O)(=O)N3CCOCC3)ccc2Cl)c1,?,6.2%,1.4%,-12.4%,-4.8%,-2.2%,1.0,3.2%,19.1%,-0.9%,5.9%
COc1ccc2oc(C(=O)Nc3ccc(C)cn3)c(C)c2c1,0.6%,-3.8%,5.8µM*,-4.5%,?,32.8%,11.4,0.1%,14.3%,-0.2%,0.1%
O=C(NC1CCCCC1)N(CCO)Cc1cc2cc3c(cc2[nH]c1=O)OCCO3,-8.5%,-2.2%,-0.5%,-3.1%,1.1%,-1.2%[1.84 µM],-0.9,3.5%,-34.9%,-0.9%,16.6%
CC(=O)n1cc(CO)c2ccccc21,-3.9%,-0.9%,5.4%,-1.3%,.,5.5%,2.5,-0.1%,?,0.3%,6.5%
COCC(=O)Nc1nnc(SCC(=O)NCc2cccs2)s1,-1.0%,0.9%,1.8%,-4.7%,-4.0%,-3.1%,1.4,-1.3%,1.4%,0.0%,3.3%
Oc1cccc(C=NNc2ccccn2)c1,17.8%,4.9%,.,-0.4%,.,52.5%,.,.,.,.,4.2%
COc1ccc(CC2(CO)CCN(Cc3ccc(OC(F)(F)F)cc3)CC2)cc1,-28.2%,-3.6%,-5.9%,-1.7%,-2.2%,-19.7%,6.7,-7.8%,-2.3%,-0.2%,3.9%
CCCCNC(=O)CNC(=O)c1cccs1,-19.2%[7.66 µM],.,-0.1%,-4.1%,23.0%,-0.2%,-3.5,2.3%,-33.3%,-0.4%,-0.7%
COc1ccc(OC)c(/C=C/C(=O)Nc2cccc(S(=O)(=O)N3CCCC3)c2)c1,1.5%,-16.8%,-10.8%,-0.3%,-3.2%,-39.9%,-4.5,-1.1%,-12.7%,0.4%,.
Cc1ccc(N2CC(C(=O)OCC(=O)NNC(=O)c3ccccc3)CC2=O)cc1 (configuration not stated),8.2%,4.0%,2.2%,-3.4%,2.9%,0.9%,-0.9,-0.1%,-0.2%,0.2%,1.4%
CC1CCCC(C)N1C(=O)CSc1nnc(NC(=O)Cc2cccs2)s1 (configuration not stated),1.6%,7.1%,-4.3%,-5.5%,-0.1%,21.6%,12.3,-1.8%,14.8%,-0.6%,4.4%
CCCCN1C(=N)N([C@@H](CCC)CN2CCC[C@H]2CN2C(N)=NC[C@H]2C(C)C)C[C@H]1[C@H](C)CC,-13.6%,-10.2%,0.8%,-1.9%,-2.6%,2.1%,.,1.3%,3.3%,0.4%,2.0%
COc1ccc(C2CC(=O)C(C=NCCN3CCOCC3)=C(O)C2)cc1 (configuration not stated),30.5%,-5.1%,3.3%,0.7%,2.1%,-2.8%,1.7,2.8%,20.4%,0.1%,-0.4%
COc1ccc(S(=O)(=O)N2CCOCC2)cc1NC(=O)/C=C/c1ccccc1,-4.9%,2.3%,1.0%,0.3%,-2.0%,6.1%,4.4,-0.5%,-16.9%,0.4%,-2.1%
CCC(C(=O)Nc1nccs1)(C(F)(F)F)C(F)(F)F,6.6%[7.66 µM],.,-3.2%,-2.8%,-5.9%,-0.8%,0.5,-0.7%,-20.3%,-0.1%,0.5%
CCSc1nc2ccc(C)cc2cc1C#N,1.5%,3.9%,0.1%,-1.2%,-1.4%,1.4%,2.6,-0.4%,-0.8%,-0.4%,5.7%
O=C(c1cn(-c2ccccc2)nc1-c1cccs1)N1CCN(c2ccc(F)cc2)CC1,-7.8%,-0.6%,-7.8%,0.1%,?,-56.8%,-3.3,-10.9%,12.6%,-0.1%,?
O=C(O)CCCCCNC(=O)OCC1c2ccccc2-c2ccccc21,-5.6%,-7.0%,-1.4%,-0.4%,-3.6%,2.2%,1.9,1.5%,9.9%,0.5%,-5.5%
Cc1cccc(/C=N/NC(=O)c2cccc(NC(=O)c3ccccc3)c2)n1,-15.2%,-3.7%,0.2%,-4.8%,1.0%,-1.9%,0.5,1.1%,0.5%,0.5%,-1.1%
Cc1ccc(NC(=O)CN(C)C(=O)CSc2nncn2C)cc1,2.2%,4.2%,4.6%,-3.2%,-0.9%,10.2%,-2.3,3.1%,3.5%,-0.1%,-3.9%
CCCNS(=O)(=O)c1ccc(OCC(=O)N2CCC(C(=O)OCC)CC2)cc1,-3.2%,3.0%,-3.8%,-4.8%,-3.9%,-1.9%,-0.1,-2.1%,1.0%,-0.1%,2.8%
CN=C(Nc1cccc(Cl)c1)SC1CC(=O)N(c2ccc(OC)cc2)C1=O (configuration not stated),-3.4%,6.6%,-9.9%,-3.2%,9.5%,-29.4%,24.7,0.5%,0.6%,7.4%,-19.7%
Cc1cccc(-n2ncc3c(NCc4ccc5c(c4)OCO5)ncnc32)c1,16.8%,1.1%,?,-1.7%,12.8%,-3.7%[1.84 µM],-1.8,-5.6%,8.4%,-0.2%,1.6%
COC(=O)CN1C(=O)N/C(=C/c2cc(Cl)c(OC)c(OC)c2)C1=O,-3.5%,-0.1%,7.1%,1.7%,-1.3%,-23.7%,7.3,4.4%,-10.7%,0.0%,28.7%
COc1ccc(NC(=O)CSc2nc(N)c(NC(=O)c3cccs3)c(=O)[nH]2)cc1,-6.3%,1.8%,-0.2%,-1.8%,6.0%,-0.2%,6.1,1.8%,0.0%,-1.1%,1.1%
Cc1ccccc1C(=O)Nc1c(C)[nH]c(=O)[nH]c1=O,-4.5%,?,0.7%,-2.7%,1.7%,4.7%,2.7,-0.7%,11.0%,-0.7%,6.1%
CC12CCC(C(=O)Nc3cccc(Cl)c3)(C(Br)C1=O)C2(C)C (configuration not stated),-5.9%,-0.7%,-3.6%,-2.8%,-7.0%,55.9%,-0.3,3.0%,1.1%,-2.0%,-10.7%
Cc1ccc(-c2nc3cnccn3c2Nc2ccc3c(c2)OCCO3)o1,0.0%,3.0%,?,-10.3%,?,-21.3%,6.3,0.2%,-34.1%,0.3%,-20.7%
O=C(Nc1cccc(Oc2ccc(C(=O)O)c(C(=O)O)c2)c1)c1ccc(-c2ccccc2)cc1,-7.3%,-13.1%,-1.6%,-8.2%,-0.4%,-31.1%,0.2,1.8%,7.3%,-0.3%,7.2%
Cc1cc(=O)n2[nH]c(SCc3c(F)cccc3Cl)nc2n1,?,-4.6%,.,-0.4%,.,-50.9%,.,.,.,.,-2.9%
COc1ccc(NC(=O)c2cc(F)cc(F)c2)cc1Cl,4.0%,5.1%,?,-1.8%,29.8%,?,?,-0.9%,?,0.0%,-3.9%
CCC1C(=O)N=C(SCC(=O)Nc2ccc(Br)cn2)NC1=O (configuration not stated),7.6%,-10.0%,-0.4%,-1.7%,5.1%,-19.5%,-0.4,-1.1%,-5.8%,-0.2%,-1.4%
COC1OC2COC(c3ccccc3)OC2C(=O)C1NC(=O)c1ccccc1 (configuration not stated),-6.1%,-7.3%,.,-0.7%,.,22.3%,.,.,.,.,1.6%
CCn1cc([N+](=O)[O-])c(C(=O)N2N=C(c3ccc4ccccc4c3)CC2c2ccccc2O)n1 (configuration not stated),-60.8%[inhibitor],-5.4%,-13.4%,-2.0%,?,-57.3%,0.6,2.0%,-12.1%,0.1%,?

# Bioassay records deposited in PubChem BioAssay by National Center for Advancing Translational Sciences (NCATS).
